Screening results deposited in PubChem BioAssay by several laboratories.
Bim-Bcl-XL: inhibitors of Bim-Bcl-XL binding, primary screen, biochemical, multiplexed, bead flow cytometry, human Bcl-XL; Bcl-2-like protein 1 (Homo sapiens), Q07817; Bim peptide-Bcl-XL binding, fluorescence; inhibition, % at 10 µM; 190,000 tested, 0.04% active; AID 1007, 2008
Target sequence (Q07817 whole entry, looked up): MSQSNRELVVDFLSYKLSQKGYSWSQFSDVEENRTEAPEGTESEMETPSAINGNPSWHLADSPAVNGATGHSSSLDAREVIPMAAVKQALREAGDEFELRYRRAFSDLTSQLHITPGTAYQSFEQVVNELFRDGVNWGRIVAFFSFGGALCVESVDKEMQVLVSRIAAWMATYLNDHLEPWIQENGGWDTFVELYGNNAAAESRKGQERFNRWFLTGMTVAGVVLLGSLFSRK
Mcl1 Noxa PPI: Mcl-1/Noxa binding inhibitors, primary screen, biochemical, TR-FRET, 1536-well; Induced myeloid leukemia cell differentiation protein Mcl-1 (Homo sapiens), Q07820; TR-FRET Mcl-1/Noxa peptide binding, 2 h; inhibition, % at 21.7 µM; 220,000 tested, 1.5% active;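 active = compounds that cut the protein-peptide binding signal by more than 50% relative to plate controls in a single-dose test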;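 note: His-tagged Mcl-1 with rhodamine Noxa BH3 peptide and terbium anti-His antibody; 0% = Mcl-1 plus Noxa peptide wells and 100% = peptide-only wells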
RGS8-Gao: RGS8-Galphao binding modulators, primary screen, biochemical, multiplexed bead flow cytometry; response (percent of control binding), % at 10 µM; actives lie on both sides; Guanine nucleotide-binding protein G(o) subunit alpha (Homo sapiens), P09471; 220,000 tested, 0.34% active; in the data active = response below about 60% or above about 140%; inactive = in between;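 note: Galphao activated as the GDP aluminium fluoride complex binding bead-coupled RGS8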
Bim-Bfl-1: inhibitors of Bim binding to Bfl-1, primary screen, biochemical, multiplexed, bead-based flow cytometry. inhibition, % at 10 µM. Bim-Bfl-1 binding inhibition. Bcl-2-related protein A1 (Homo sapiens), Q16548. 190,000 tested, 0.12% active;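 note: 0% = wells without compound plus tracer and 100% = blocker peptide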
Bim-Mcl-1: inhibitors of Bim peptide binding to Mcl-1, primary screen, biochemical, bead-based flow cytometry, multiplex | Induced myeloid leukemia cell differentiation protein Mcl-1 (Homo sapiens), Q07820 | Bim peptide-Mcl-1 binding | inhibition, % at 10 µM | 190,000 tested, 0.1% active;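 note: 0% = no compound tracer wells and 100% = peptide blocker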
Bcl-B Bim block: inhibitors of Bim-Bcl-B binding, primary screen, biochemical, multiplexed, human Bcl-2 family; AID 951, 2007; bead-based flow cytometry, Bim peptide-Bcl-B binding; inhibition, % at 10 µM; 190,000 tested, 0.073% active; Bcl-2-like protein 10 (Homo sapiens), Q9HD36;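 note: 0% = tracer peptide without compound and 100% = reference inhibitor peptide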
Target sequence (Q9HD36 whole entry, looked up): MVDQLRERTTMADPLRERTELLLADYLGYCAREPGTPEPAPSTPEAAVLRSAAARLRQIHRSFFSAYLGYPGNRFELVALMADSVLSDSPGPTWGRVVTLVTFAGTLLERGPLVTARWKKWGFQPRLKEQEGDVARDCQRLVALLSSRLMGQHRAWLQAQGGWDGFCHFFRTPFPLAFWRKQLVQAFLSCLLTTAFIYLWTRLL
RGS7-Gao reg: RGS7-Galphao binding modulators, primary screen, biochemical, multiplexed bead flow cytometry; actives lie on both sides; 220,000 tested, 0.35% active; AID 1439, 2008; binding response (% of control), % at 10 µM; Guanine nucleotide-binding protein G(o) subunit alpha (Homo sapiens), P09471; in the data active = binding response below about 49% or above about 150%; inconclusive = no clear call, values can overlap the other calls; inactive = in between;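 note: fluorescent Galphao held in activated GDP-AlF4 state binding bead-coupled RGS7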
RGS4-Gao reg: modulators of RGS4 binding to Galphao, primary screen, biochemical, multiplexed bead flow cytometry. Guanine nucleotide-binding protein G(o) subunit alpha (Homo sapiens), P09471. actives lie on both sides. binding response (% of control), % at 10 µM. 220,000 tested, 0.33% active. AID 1415, 2008; in the data active = binding response below about 49% or above about 150%; inactive = in between;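 note: fluorescent Galphao activated with aluminum fluoride binding bead-coupled RGS4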
Bim-Bcl-2: inhibitors of Bim-Bcl-2 binding, primary screen, biochemical, multiplexed, human Bcl-2 family. Apoptosis regulator Bcl-2 (Homo sapiens), P10415. Bead-based flow cytometry, Bim peptide-Bcl-2 binding. inhibition, % at 10 µM. 190,000 tested, 0.06% active; in the data active = inhibition above about 40%; inconclusive = no clear call, values can overlap the other calls;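 note: 0% = no compound wells with probe peptide and 100% = reference peptide inhibitor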
Target sequence (P10415 whole entry, looked up): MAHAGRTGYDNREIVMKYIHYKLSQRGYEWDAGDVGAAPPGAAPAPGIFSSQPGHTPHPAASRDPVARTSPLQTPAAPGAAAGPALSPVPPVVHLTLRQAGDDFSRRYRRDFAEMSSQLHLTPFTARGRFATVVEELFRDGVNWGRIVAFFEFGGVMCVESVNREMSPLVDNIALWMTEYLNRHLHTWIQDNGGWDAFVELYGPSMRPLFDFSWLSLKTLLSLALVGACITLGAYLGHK
Bim-Bcl-W: inhibitors of Bim binding to Bcl-W, primary screen, biochemical, multiplexed, bead-based flow cytometry; 190,000 tested, 0.02% active; AID 952, 2007; Bcl-2-like protein 2 (Homo sapiens), Q92843; Bim peptide-Bcl-W binding; inhibition, % at 10 µM;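 note: 0% = bound tracer without compound and 100% = peptide blocker; higher means less fluorescent Bim peptide bound to Bcl-W beads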
Target sequence (Q92843 whole entry, looked up): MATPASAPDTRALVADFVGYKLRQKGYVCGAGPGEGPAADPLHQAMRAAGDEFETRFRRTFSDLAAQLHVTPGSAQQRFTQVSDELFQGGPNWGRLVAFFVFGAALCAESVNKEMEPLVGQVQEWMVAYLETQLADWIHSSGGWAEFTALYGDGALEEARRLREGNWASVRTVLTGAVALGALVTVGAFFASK
Mcl1 Bid PPI: Mcl-1/Bid binding inhibitors, primary screen, biochemical, TR-FRET, 1536-well | AID 1021, 2008 | Induced myeloid leukemia cell differentiation protein Mcl-1 (Homo sapiens), Q07820 | 220,000 tested, 0.97% active | TR-FRET Mcl-1/Bid-Dy647 peptide binding | inhibition, % at 21.7 µM;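 active = compounds that cut the binding signal by more than half at the single screening dose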;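 note: His-tagged Mcl-1 with europium anti-His antibody binding Bid BH3 peptide; 0% = Mcl-1 plus peptide wells and 100% = peptide-only wells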
* hit, by the source's call; ? = inconclusive; / = not tested or not shown. Cut-off read from the data, not from the text of the source, unless noted: active = inhibition above about 40%.

SMILES	Bim-Bcl-XL	Mcl1 Noxa PPI	RGS8-Gao	Bim-Bfl-1	Bim-Mcl-1	Bcl-B Bim block	RGS7-Gao reg	RGS4-Gao reg	Bim-Bcl-2	Bim-Bcl-W	Mcl1 Bid PPI
CCOc1cc(/C=N/NC(=O)CN2CCCCC2)ccc1OCc1ccccc1	-1	0	96	-1	1	-5	95	90	-1	-1	-60
CN1C=CC(=CC=C2C=CC(=O)C=C2)C=C1	/	5	110	/	/	/	?	105	/	/	-29
COc1ccccc1-n1c(SCC(=O)N2CCCC2)nnc1-c1ccccc1	/	3	109	/	/	/	?	111	/	/	-33
CCOC(=O)c1c(C)c(C(=O)N2CCN(C(=O)c3ccco3)CC2)c(C)n1C	0	4	97	2	-1	0	99	98	-1	-2	-18
Cc1ccc(-c2cc(C(=O)NCCCn3ccnc3)c3ccccc3n2)s1	-1	6	103	0	0	-3	102	102	-2	-2	-16
COc1ccc(NC(=O)c2ccccc2SC)cc1	-3	-10	100	-9	-1	-5	99	102	-2	-4	-18
CCC[N+](CC#Cc1ccccc1)(CCC)CC(=O)c1ccc(Cl)cc1	-7	3	105	0	-3	-5	103	106	-3	-3	-14
CC1=C(C(=O)OCC2CCCO2)C(c2ccc(C)o2)C2=C(CC(c3ccc(F)cc3)CC2=O)N1 (centres undefined)	-4	/	99	-9	-5	-3	99	98	-3	-1	-45
CCc1cc2cccc(C)c2nc1SCC(=O)NNC(=O)c1ccco1	-5	5	99	-5	0	-9	98	97	-9	-2	-4
CC(C)(C)C(=O)NCCCc1ccccc1	-2	13	102	1	-2	-6	99	101	-2	-3	3
COc1ccccc1C1C(C#N)=C(N)N(c2cccnc2)C2=C1C(=O)CC(C)(C)C2 (centres undefined)	-1	10	104	-3	-2	0	100	103	3	1	-6
ONC(=Nc1ccccc1)C(=Nc1ccccc1)NO	7	10	104	-11	0	-8	105	108	-8	-1	-6
COc1ccc(C2SCC(=O)N2c2c(C)n(C)n(-c3ccccc3)c2=O)c(OC)c1 (centres undefined)	0	-11	99	-2	-1	-5	97	98	0	0	-20
N/C(Cc1cccs1)=N\OC(=O)COc1ccc(Cl)cc1Cl	1	11	96	2	0	1	96	101	2	0	-15
Cc1cc(C)c(S(=O)(=O)N2CCCCC2)c(C)c1N(C)S(=O)(=O)c1ccccc1	0	1	102	-1	0	-4	102	104	2	-1	3
O=c1c2ccccc2nnn1CSc1nnc2sc3ccccc3n12	-6	22	103	-8	-2	-3	108	102	-4	-2	-22
O=C(Nc1ccccc1N1CCOCC1)c1cccs1	11	11	102	4	82*	17	101	101	20	5	-5
O=C(Cn1cc2c(n1)CCCC2)NCCCN1CCCC1	-5	-16	100	-10	1	-1	100	102	-4	2	-26
COc1ccccc1NC(=O)CSc1nnc(-c2ccco2)n1Cc1ccco1	5	16	102	9	11	32	100	102	24	9	-11
CC(=O)c1c(O)ccc2c(-c3ccccc3)cc(=O)oc12	-6	7	94	-2	-5	-3	88	92	-3	-3	9

Quoted at random: two compounds from above
SMILES	Bim-Bcl-XL	Mcl1 Noxa PPI	RGS8-Gao	Bim-Bfl-1	Bim-Mcl-1	Bcl-B Bim block	RGS7-Gao reg	RGS4-Gao reg	Bim-Bcl-2	Bim-Bcl-W	Mcl1 Bid PPI
CC1=C(C(=O)OCC2CCCO2)C(c2ccc(C)o2)C2=C(CC(c3ccc(F)cc3)CC2=O)N1 (centres undefined)	-4	/	99	-9	-5	-3	99	98	-3	-1	-45
COc1ccccc1NC(=O)CSc1nnc(-c2ccco2)n1Cc1ccco1	5	16	102	9	11	32	100	102	24	9	-11

Other entries
SMILES	Bim-Bcl-XL	Mcl1 Noxa PPI	RGS8-Gao	Bim-Bfl-1	Bim-Mcl-1	Bcl-B Bim block	RGS7-Gao reg	RGS4-Gao reg	Bim-Bcl-2	Bim-Bcl-W	Mcl1 Bid PPI
NC(=O)c1sc2nc3c(c(-c4cccs4)c2c1N)CCCC3	-4	12	106	1	-3	-13	108	110	-1	-3	-21
CC(=O)NCC(=O)N1CCCC(C(=O)c2ccc(-c3ccccc3)c(F)c2)C1 (centres undefined)	-10	1	99	-9	-2	-7	103	98	-5	-4	-16
CC(=O)Nc1ccc2c(c1)C(=O)N(c1ccc(C)cc1)C2=O	-1	-25	107	-1	-2	0	99	104	-3	-2	-25
CCCOc1ccc(C(=O)NCCC(=O)NCCCC(=O)OCC)cc1	0	/	96	4	3	0	95	95	1	-2	-21
CCCCN1C(=S)NC[C@@H]1c1ccccc1	0	-15	98	-1	1	-9	96	99	1	0	-29
Cc1cc(C)c2nc(N3CCC(C(=O)N4CCCC4)CC3)sc2c1	0	-27	100	-8	3	-3	101	100	-1	0	-4
CCC(CO)N=C1CC(C)(C)CC(=O)/C1=C(/O)CCCN1C(=O)c2ccccc2C1=O (centres undefined)	-4	3	99	-4	-3	-5	101	106	-3	-4	-5
CN1CCN(Cc2c(O)c(Cl)cc3c(-c4ccccc4)cc(=O)oc23)CC1	-5	11	97	0	-2	0	95	98	-1	-2	-34
Cc1ccc(NC(=O)c2c(C)nc3sc(C(=O)NC4CCCC4)c(N)c3c2-c2ccco2)c(C)c1	-4	-9	104	0	-3	-10	104	103	-4	-4	-25
CCCCN=CC1=C(O)CC(c2ccccc2)CC1=O (centres undefined)	0	8	103	4	0	3	?	103	6	2	10
COc1ccc(N2CCN(C(=O)c3cc4c(s3)-c3ccccc3S(=O)(=O)C4)CC2)cc1	/	16	101	/	/	/	?	101	/	/	-67
CC(=O)NCCNC(=O)c1ccc(NC2=NC3CS(=O)(=O)CC3S2)cc1 (centres undefined)	/	0	99	/	/	/	?	93	/	/	-47
Cc1ccc(SCc2ccc(C(=O)NCc3ccncc3)cc2)cc1	-9	7	99	-14	-3	-6	97	98	-7	-5	-12
Cc1ccn(CCC(=O)N2CCCC(CCC(=O)N3CCN(c4ccccn4)CC3)C2)n1 (centres undefined)	-1	12	102	-8	0	-1	98	102	-1	2	-36
c1ccc(-n2nnc3c(N4CCOCC4)ncnc32)cc1	-2	2	96	-6	-2	-9	97	96	-2	3	-5
O=C(N/N=C/c1ccc(OC(=O)c2cccs2)cc1)c1ccc(F)cc1	-9	7	103	-19	0	-8	97	100	-13	1	-8
Cn1c(=O)c2c(nc(CN3CCN(c4ccccc4)CC3)n2Cc2ccccc2Cl)n(C)c1=O	0	19	99	1	-4	-4	98	103	-1	2	-17
COC(=O)CSc1nnc(-c2cccnc2)n1-c1cc(OC)cc(OC)c1	8	0	89	-2	-2	0	96	94	1	-2	-43
Cn1nnnc1SCC(=O)Nc1cc(C(F)(F)F)ccc1N1CCOCC1	-3	12	102	-3	0	0	100	101	-3	0	-32
c1ccc(-c2nnsc2-c2ncc[nH]2)cc1	-1	5	115	4	0	3	?	115	0	-3	-10
Fc1ccc(/C=N/Nc2nn[nH]n2)cc1	-2	-9	99	-4	-1	0	93	95	-3	-1	-54
Nc1ccc(C(=O)Nc2ccc(OC(F)(F)C(F)F)c(NC(=O)c3ccc(N)cc3)c2)cc1	29	27	88	20	24	29	86	93	19	20	-8
CCCOc1ccc(NC(=O)CC2C(=O)N(CC)C(=S)N2CCCN2CCN(Cc3ccccc3)CC2)cc1 (centres undefined)	-4	21	106	-8	-3	-3	104	104	-3	0	-7
Cc1nnc(SCC(=O)Nc2ccccc2)n1CCc1ccccc1	-10	10	101	-18	-2	-8	98	97	-6	-4	-35
O=C(/C=C/c1ccccc1Cl)NCc1ccccc1	-3	11	104	-4	0	-4	103	107	-5	1	-6
Cc1ccc(/C=C(/NC(=O)c2ccccc2)C(=O)NCCc2c[nH]c3ccccc23)o1	-2	-4	86	1	-2	-1	94	98	-1	-1	-69
CC(O)[C@H](NC(=O)C1(c2ccccc2)CCN(C(=O)OC(C)(C)C)CC1)C(=O)O (some centres undefined)	0	1	106	-2	0	0	106	106	-3	0	-4
O=C(CS(=O)(=O)Cc1ccccc1)Nc1ccc2c(c1)OCO2	-5	9	98	-6	-6	-7	98	99	-4	-3	-14
CC(=O)Nc1nc(C(=O)O)cs1	0	18	103	-5	0	-3	98	97	-2	2	7
COc1ccccc1-c1cc(C2CC2)nc(N)c1C#N	-4	11	107	-1	-1	0	105	106	-6	-1	19
COc1ccc(N=C2CC(C)(C)CC(=O)/C2=C(/O)c2ccccc2)cc1	-3	20	103	-7	0	-5	?	105	-2	-2	-29
COc1cc2c(cc1OC)-c1nnnn1C(C)(C)C2	-1	4	101	-6	0	-5	98	101	-6	2	-18
Cc1sc2nc(C)n(/N=C/c3ccc(O)cc3)c(=O)c2c1C	1	12	94	-2	-5	-2	97	100	-1	-4	2

Compounds from the list above that have an aryl methoxy group (10):
SMILES	Bim-Bcl-XL	Mcl1 Noxa PPI	RGS8-Gao	Bim-Bfl-1	Bim-Mcl-1	Bcl-B Bim block	RGS7-Gao reg	RGS4-Gao reg	Bim-Bcl-2	Bim-Bcl-W	Mcl1 Bid PPI
COc1ccccc1-n1c(SCC(=O)N2CCCC2)nnc1-c1ccccc1	/	3	109	/	/	/	?	111	/	/	-33
COc1ccc(NC(=O)c2ccccc2SC)cc1	-3	-10	100	-9	-1	-5	99	102	-2	-4	-18
COc1ccccc1C1C(C#N)=C(N)N(c2cccnc2)C2=C1C(=O)CC(C)(C)C2 (centres undefined)	-1	10	104	-3	-2	0	100	103	3	1	-6
COc1ccc(C2SCC(=O)N2c2c(C)n(C)n(-c3ccccc3)c2=O)c(OC)c1 (centres undefined)	0	-11	99	-2	-1	-5	97	98	0	0	-20
COc1ccccc1NC(=O)CSc1nnc(-c2ccco2)n1Cc1ccco1	5	16	102	9	11	32	100	102	24	9	-11
COc1ccc(N2CCN(C(=O)c3cc4c(s3)-c3ccccc3S(=O)(=O)C4)CC2)cc1	/	16	101	/	/	/	?	101	/	/	-67
COC(=O)CSc1nnc(-c2cccnc2)n1-c1cc(OC)cc(OC)c1	8	0	89	-2	-2	0	96	94	1	-2	-43
COc1ccccc1-c1cc(C2CC2)nc(N)c1C#N	-4	11	107	-1	-1	0	105	106	-6	-1	19
COc1ccc(N=C2CC(C)(C)CC(=O)/C2=C(/O)c2ccccc2)cc1	-3	20	103	-7	0	-5	?	105	-2	-2	-29
COc1cc2c(cc1OC)-c1nnnn1C(C)(C)C2	-1	4	101	-6	0	-5	98	101	-6	2	-18
